GSK3 alpha inh: human GSK-3 alpha kinase inhibition; P49840; ADP-Glo luminescence, 60 min; hit rate 0.1% among 320,000; inhibition, % at 10 µM;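 in the data active = inhibition above about 50%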;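 note: GST-tagged GSK-3 alpha with peptide substrate and 25 µM ATP; 0% = DMSO neutral wells and 100% = GW8510 positive control wells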
Target sequence (P49840 whole entry, looked up): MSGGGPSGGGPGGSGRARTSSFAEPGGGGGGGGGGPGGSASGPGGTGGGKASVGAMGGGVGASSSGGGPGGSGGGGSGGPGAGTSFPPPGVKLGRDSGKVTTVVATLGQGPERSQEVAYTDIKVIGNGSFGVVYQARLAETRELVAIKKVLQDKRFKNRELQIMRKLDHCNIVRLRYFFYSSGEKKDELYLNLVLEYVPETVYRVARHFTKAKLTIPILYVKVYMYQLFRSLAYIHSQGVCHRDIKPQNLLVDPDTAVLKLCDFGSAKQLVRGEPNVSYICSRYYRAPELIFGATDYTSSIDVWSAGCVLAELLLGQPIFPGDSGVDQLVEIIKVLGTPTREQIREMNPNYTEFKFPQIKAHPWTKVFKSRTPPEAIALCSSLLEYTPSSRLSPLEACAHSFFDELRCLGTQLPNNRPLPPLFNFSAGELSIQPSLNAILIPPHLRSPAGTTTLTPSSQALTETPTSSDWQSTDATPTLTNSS
KLF5 inhibitor: kruppel-like factor 5 inhibition; DLD-1 KLF5 promoter-luciferase reporter, luminescence; inhibition, % at 5 µM; hit rate 0.23% among 290,000;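 active = inhibition above a per-plate limit of that plate's mean compound inhibition plus 3 SD, cut at about 60% in these data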;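 note: 0% = DMSO wells and 100% = LY294002 at 200 µM; higher means less KLF5 promoter-driven luciferase light; inactives centre near -14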
HSF1 inh: HSF1 inhibition | NIH3T3-HGL HSE-luciferase, MG132-induced, luminescence 8 h; hits give low values | activity change, negative = inhibition, % at 7.5 µM (by protocol) | hit rate 0.77% among 300,000;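 active = more than half of replicate wells show activity change below -50%, luminescence cut by over half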;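 note: luciferase reports HSF-1 transcriptional activity via heat shock element; 0% = median of DMSO wells and -100% = zero luminescence signal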
Dyrk1A ADPGlo: blocks rat Dyrk1A kinase activity. ADP-Glo luminescence, NFATc1 peptide. inhibition, % at 12.5 µM. Q63470. hit rate 0.43% among 310,000; in the data active = inhibition above about 50%;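 note: plate controls were vehicle with enzyme for no effect and no enzyme for full effect; many of its hits are not listed in these tables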
HSP90 inh: inhibitors of HSP90 luciferase refolding in rabbit reticulocyte lysate; hit rate 0.91% among 290,000; inhibition, % at 5.6 µM; luciferase refolding luminescence, 3 h;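 active = inhibition above the screen-wide mean plus 3 SD, computed separately per campaign, cut at about 16% in these data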;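 note: 0% = DMSO wells and 100% = 60 µM geldanamycin wells; inhibitors lower the luminescence because luciferase stays unfolded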
Platelet DG rel: modulates dense granule release in human platelets. human platelet-rich plasma, SFLLRN dense granule ATP release, luminescence. hit rate 0.22% among 300,000. inhibition, %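 (compounds screened at 7.5 µM in platelet-rich plasma)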. AID 1663;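 active = mean replicate score, as percent of positive control, at or above 50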
HSF1 activator: increases HSF-1 driven luciferase reporter signal | NIH3T3-HGL HSF-1 luciferase reporter, MG132, 8 h; 100% = twice DMSO control signal | hit rate 1.7% among 300,000 | AID 504408 | activation, % at 9 µM;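 active = mean replicate activation of at least 50% with a set share of replicates each reaching 50%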;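 note: 0% = median of the neutral control wells and 100% = twice that signal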
aSyn 5UTR inh: 5' untranslated region of α-synuclein, MLPCN primary screen. alpha-synuclein 5'UTR reporter, inhibitor activity. inhibition, % (tested at 7.5 µM). hit rate 0.82% among 300,000. AID 1813; in the data active = inhibition above about 60%;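 note: H4 neuroglioblastoma cells stably carrying SNCA 5'UTR luciferase fusion; 0% = DMSO wells and 100% = positive control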
GSK3B inh: inhibitors of human GSK3beta kinase. P49841. GST-GSK3beta kinase, ADP-Glo luminescence, 60 min; hits give low values. activity score (negative = inhibition), % at 10 µM. hit rate 0.038% among 300,000. AID 2097;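 active = more than half of replicate wells score below -50%, meaning over 50% inhibition versus plate controls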;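 note: 0% = median DMSO wells and -100% = median GW8510 positive control wells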
Target sequence (P49841 whole entry, looked up): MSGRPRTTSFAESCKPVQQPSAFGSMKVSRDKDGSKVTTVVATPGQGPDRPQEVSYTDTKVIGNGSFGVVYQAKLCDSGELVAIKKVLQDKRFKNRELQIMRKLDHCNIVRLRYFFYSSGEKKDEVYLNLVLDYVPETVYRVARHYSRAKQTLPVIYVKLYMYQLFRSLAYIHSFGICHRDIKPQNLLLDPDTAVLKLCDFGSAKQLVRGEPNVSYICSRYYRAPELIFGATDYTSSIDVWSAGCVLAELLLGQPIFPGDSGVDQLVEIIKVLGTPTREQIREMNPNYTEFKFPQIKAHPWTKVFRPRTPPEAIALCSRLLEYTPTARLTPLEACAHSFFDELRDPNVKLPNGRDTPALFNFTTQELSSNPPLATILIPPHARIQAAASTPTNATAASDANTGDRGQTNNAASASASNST
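Test system – GST-tagged human GSK3beta kinase, cell-free · Incubation – 60 min enzyme reaction, room temperature · Signal – ADP-Glo luminescence · Also added – peptide substrate and ATP at 25 µM · Controls – DMSO neutral wells and GW8510 at 20 µM as positive · Buffer or medium – Tris/MgCl2 kinase buffer · Measure – Luminescence-derived activity versus plate DMSO and GW8510 wells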
IEC-6 tox: IEC-6 cytotoxicity, counter-screen for KLF5 inhibitors; luminescence viability; inhibition, % at 5 µM; hit rate 0.78% among 290,000; AID 1825; in the data active = inhibition above about 22%;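 note: 0% = plate median of test compound wells and 100% = cytotoxic reference compound wells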
* marks the source's active call; other numbers are inactive results; . = no result given. A portion of the library; the hit share may differ from the screen's.

SMILES | GSK3 alpha inh | KLF5 inhibitor | HSF1 inh | Dyrk1A ADPGlo | HSP90 inh | Platelet DG rel | HSF1 activator | aSyn 5UTR inh | GSK3B inh | IEC-6 tox
COc1ccc(C(C)=O)cc1CN1CCCCC1 | 0.6 | -10.6 | -8.6 | -14.6 | -2.2 | -3.7 | -15.5 | 7.6 | -2.0 | -2.7
COc1ccc(C(NC(=O)C2C3C=CC(C3)C2C(=O)O)c2ccccc2)cc1 (stereo not drawn) | -1.0 | -35.8 | -0.9 | 1.0 | 4.2 | 10.2 | -16.1 | 19.6 | 0.1 | -0.2
CN1C(=O)/C(=C/c2ccccc2Cl)Sc2ccc(C(=O)NCc3cccnc3)cc21 | -1.7 | -1.6 | -3.6 | -0.6 | 1.1 | 12.8 | 1.1 | 2.6 | -0.8 | 0.5
CC1CCCC(C)N1C(=O)COC(=O)Cc1ccc(F)cc1 (stereo not drawn) | -0.3 | -30.7 | -6.7 | -2.3 | -0.2 | 0.4 | -13.9 | -36.4 | 3.3 | 2.0
CCOC(=O)c1[nH]c2ccccc2c1CCCN1C(=O)c2ccccc2C1=O | -0.5 | -1.3 | 5.9 | -5.0 | 0.7 | -5.0 | 6.6 | 18.6 | -2.9 | 1.2
O=C(O)C1CCCN1C(=O)Nc1ccccc1 (stereo not drawn) | -1.6 | 10.5 | -2.2 | 6.3 | 2.0 | -8.9 | -15.0 | -4.6 | 2.1 | 0.6
CC(=O)Nc1nc(=S)ss1 | -0.6 | -15.4 | 4.0 | -0.6 | -1.3 | 13.4 | -2.1 | 7.7 | 3.1 | 1.2
CCNC(=O)COC(=O)CCC(=O)c1cccs1 | -2.2 | -11.8 | -1.4 | -2.1 | 0.7 | 4.2 | -18.0 | 22.8 | -3.1 | -1.2
CCOc1ccc(-c2c(C(=O)N/N=C/c3ccsc3)nnn2-c2nonc2N)cc1 | -0.7 | -8.0 | 0.3 | -1.6 | -0.4 | -23.8 | 18.1 | 29.8 | -1.9 | 5.4
O=C1c2ccccc2C(O)(Cc2ccccc2)N1c1ccc2c(c1)OCO2 (stereo not drawn) | -3.4 | -4.3 | 5.8 | 11.0 | 3.1 | 8.8 | -1.3 | 2.4 | -1.6 | 1.2
CCn1c(CCc2ccccc2)nc2ccccc21 | -2.0 | -44.6 | 14.4 | 5.4 | 5.1 | 2.7 | 46.1 | -76.4 | 1.6 | 7.3
COc1ccc(C2=NN(c3nc4ccccc4s3)C(=O)C2)cc1 | . | -9.8 | 1.3 | -2.3 | 0.6 | 0.7 | 4.4 | -13.4 | -0.7 | -5.7
CCOC(=O)N1CCN(CC(=O)Nc2cc3c(cc2C(C)=O)OCO3)CC1 | -2.0 | -10.4 | -2.1 | -2.1 | -6.7 | 1.0 | -0.9 | 5.7 | 2.1 | -1.7
COc1ccc(N2CCN(C(=O)CSc3ncnc4c3cnn4-c3ccccc3C)CC2)cc1 | -0.4 | -22.4 | -0.9 | -5.0 | -1.9 | 1.8 | 7.5 | -5.8 | 0.9 | 5.8
CCCCOC(=O)C(C)Nc1n[nH]c(=S)[nH]c1=O (stereo not drawn) | 0.7 | -49.9 | -9.8 | . | 3.4 | 0.9 | -29.9 | 4.4 | 3.4 | 2.0
COC(OC)c1ccnc(SCc2ccccc2Cl)n1 | -3.0 | -9.7 | . | 2.5 | -2.8 | . | . | . | -1.5 | -2.5
C=CCn1c(SCC(=O)NC(=O)NCc2ccco2)nc2sc(C)c(C)c2c1=O | -3.0 | -5.3 | 6.3 | 3.1 | 2.5 | 2.9 | 18.6 | 34.6 | 1.1 | 2.6
COc1ccc(-c2nnc(SCC(=O)N3CCCCC3)o2)cc1 | 6.5 | -36.1 | 4.9 | -3.5 | -1.0 | -6.0 | 22.0 | -50.9 | -0.8 | -0.9
Cc1nn(Cc2ccccc2)c2c1C(c1cccc(Cl)c1)C(C#N)=C(N)O2 (stereo not drawn) | 0.4 | -33.3 | -3.2 | 2.2 | 4.0 | 8.5 | 1.5 | -5.1 | -2.0 | -2.0
COc1ccc(NC(=O)CNS(=O)(=O)c2cccc3nonc23)c(OC)c1 | -0.3 | -42.5 | 1.0 | 1.1 | -0.5 | -6.1 | 6.7 | 5.5 | 2.2 | -6.8
COc1ccccc1N(CC(=O)Nc1c(C)cccc1C)S(C)(=O)=O | -3.9 | -1.2 | 4.4 | 2.1 | 3.3 | 0.1 | -0.8 | 9.0 | 4.7 | 2.3
CCCCCC(=O)NC(Nc1ccc(S(N)(=O)=O)cc1)C(Cl)(Cl)Cl (stereo not drawn) | -1.8 | 13.8 | 1.9 | -8.0 | -2.7 | -9.3 | -14.3 | 15.4 | 0.7 | -3.2
CC(C)CN(CC(C)C)c1nnc(NC(=O)Cn2c(=O)oc3ccccc32)s1 | -2.7 | 1.5 | 12.6 | 4.1 | 0.1 | -10.6 | 36.6 | 10.4 | 1.4 | 5.2
Cc1cccc(NS(=O)(=O)c2nnc(NC(=O)c3cccc(C)c3)s2)c1 | -11.5 | -28.6 | -2.3 | -1.3 | 0.7 | 21.4 | 3.1 | -17.5 | 1.5 | -5.3
O=C(CN1CCN(Cc2ccccc2)CC1)N/N=C/c1ccco1 | 10.9 | -4.7 | -4.6 | . | 5.2 | 5.8 | 6.7 | -10.0 | -8.7 | -2.2

Taken from the listing for reference:
SMILES | GSK3 alpha inh | KLF5 inhibitor | HSF1 inh | Dyrk1A ADPGlo | HSP90 inh | Platelet DG rel | HSF1 activator | aSyn 5UTR inh | GSK3B inh | IEC-6 tox
COc1ccc(C(C)=O)cc1CN1CCCCC1 | 0.6 | -10.6 | -8.6 | -14.6 | -2.2 | -3.7 | -15.5 | 7.6 | -2.0 | -2.7
COc1ccc(C(NC(=O)C2C3C=CC(C3)C2C(=O)O)c2ccccc2)cc1 (stereo not drawn) | -1.0 | -35.8 | -0.9 | 1.0 | 4.2 | 10.2 | -16.1 | 19.6 | 0.1 | -0.2

Further structures.
SMILES | GSK3 alpha inh | KLF5 inhibitor | HSF1 inh | Dyrk1A ADPGlo | HSP90 inh | Platelet DG rel | HSF1 activator | aSyn 5UTR inh | GSK3B inh | IEC-6 tox
Cc1ccc(N2CCN(CCCN3C(=O)C4CCCN4C3=O)CC2)cc1 (stereo not drawn) | -0.1 | -17.7 | -0.6 | . | 0.9 | -5.9 | 30.9 | 4.8 | -0.3 | -6.5
Cc1ccc(Cl)cc1NC(=O)c1cc(NC(=O)CCCC(=O)O)ccc1N1CCCCC1 | -3.1 | -30.9 | -12.4 | -4.1 | -2.6 | 8.7 | -1.7 | -1.8 | 1.6 | -6.7
COc1ccccc1Cn1c(=S)[nH]c2ccc(Br)cc2c1=O | -1.6 | -11.6 | -0.4 | -4.3 | 4.9 | . | -0.6 | 3.6 | 2.7 | 0.3
CN1C(=O)C(C)(C)c2cc(S(=O)(=O)NCc3ccc(Cl)cc3)ccc21 | -3.2 | -2.7 | -2.0 | -3.1 | -5.3 | 0.4 | 8.0 | -4.3 | -0.6 | 0.0
COc1cc(CNc2ccc(CNc3ncn[nH]3)cc2)ccc1OCc1ccccc1 | -2.8 | -32.3 | 8.8 | -3.2 | 0.6 | 7.3 | 12.6 | -116.7 | 0.1 | 7.0
CC(=O)c1cc2c(cc1NS(=O)(=O)c1ccccc1Br)OCO2 | -2.8 | 3.0 | -2.7 | -2.0 | -3.9 | 3.2 | -17.5 | -7.0 | -0.5 | 1.9
O=C(NCCCCc1ccccc1)c1ccccc1 | -1.9 | -19.7 | -3.9 | 8.2 | -1.1 | 5.5 | 3.9 | 11.0 | 2.2 | -0.6
CN(C)/C=C/c1[nH]c(=O)[nH]c(=O)c1[N+](=O)[O-] | 3.0 | 5.6 | 3.4 | -0.5 | 4.3 | -4.4 | 24.2 | 10.0 | -8.6 | -9.1
COc1ccc(OC)c(S(=O)(=O)N2CCCC(C(=O)NCCc3ccccc3)C2)c1 (stereo not drawn) | 0.9 | -35.5 | 3.4 | -1.2 | -1.1 | -1.2 | -4.0 | -18.0 | 4.3 | -3.4
CC(C)C(=O)Nc1ccc(NC(=S)NC(=O)c2ccc([N+](=O)[O-])cc2)cc1 | -4.3 | -5.0 | -1.9 | -0.9 | 2.2 | 29.6 | -0.5 | -10.0 | -0.3 | 3.1
C/C(=N\Nc1ncc(Cl)cc1Cl)c1ccccn1 | . | -32.5 | -16.0 | 0.3 | 2.6 | 22.8 | -24.5 | 100.5* | 2.6 | 1.3
COc1cc2c(C(=O)N3CCN(C)CC3)c(CSc3ccccc3)n(C)c2cc1Br | 0.6 | -18.1 | 18.9 | 1.4 | 0.1 | 3.5 | 33.6 | -12.6 | 2.0 | -1.7
COCc1ccc(CN2CCCCC2C(=O)Nc2ccc(Oc3ccccc3)nc2)o1 (stereo not drawn) | -2.3 | 0.3 | 5.3 | -8.1 | -6.4 | 4.3 | 3.5 | 6.3 | -5.2 | -7.1
Cc1c(C)n(Cc2ccc(F)cc2)c2ccc(C(=O)NCCCN3CCOCC3)cc12 | 0.3 | 1.6 | -0.9 | 0.0 | 0.8 | 8.8 | -22.5 | 14.3 | 0.5 | 3.2
COC(=O)c1ccc(COc2ccc3ccc(=O)oc3c2)o1 | -2.6 | -36.9 | 6.7 | -0.1 | -0.4 | 6.8 | 27.0 | -44.1 | 1.6 | 2.7
Cc1cccc(-n2c(SCC(=O)N(C)C3CCS(=O)(=O)C3)nc3ccccc3c2=O)c1C (stereo not drawn) | 0.0 | . | 4.3 | 3.8 | . | 3.3 | 7.9 | 5.9 | -2.0 | .
CSC1=N/C(=C/c2cccnc2)C(=O)N1Cc1ccccc1 | -0.3 | -13.5 | -2.8 | . | -1.5 | -1.9 | 9.5 | 23.2 | 2.1 | 3.6
Nc1c2c(nc3ccccc13)CSCC2 | 1.3 | . | -1.2 | 12.9 | . | -22.6 | -5.2 | 52.6 | -0.5 | .
CC(C1CC1)N(C(=O)c1ccccc1O)c1ccccc1 (stereo not drawn) | -10.0 | -1.5 | -5.5 | -0.6 | -0.1 | -4.0 | 5.6 | -11.6 | 0.1 | -6.4
COc1ccc(C(=O)N2CCC(C(=O)Nc3cccc(C)c3)CC2)cc1OC | -8.4 | -7.3 | 7.7 | -0.4 | 1.4 | -4.8 | 6.3 | 23.7 | 3.2 | 7.8
Cc1cccc(OCCc2c(C)[nH]c(=S)[nH]c2=O)c1 | 0.7 | -39.9 | -1.8 | -2.9 | -2.5 | -4.3 | 10.4 | -5.0 | 0.9 | 5.8
COC(=O)c1c(NC(C)=O)sc(Cc2ccccc2)c1C | -0.1 | 18.4 | 3.5 | 13.7 | 1.0 | 0.9 | -15.4 | 33.0 | 4.0 | 9.6
O=C(CCCOc1ccc(Cl)cc1)N1CCOCC1 | -0.8 | -28.4 | 17.6 | -4.1 | 1.6 | -3.0 | 5.2 | -12.8 | 3.1 | 0.1
O=S(=O)(c1ccc(Cl)s1)N1CCCc2cccc(O)c21 | -1.2 | -87.8 | 69.7 | 4.6 | 0.6 | 3.8 | 116.0* | -125.4 | -1.3 | -3.0
Nc1nc2n(n1)C(c1ccccc1Cl)CC(c1ccc(F)cc1)N2 (stereo not drawn) | 2.6 | -31.5 | -7.9 | 9.7 | 2.3 | -3.7 | -5.9 | 16.7 | -2.2 | -6.7
O=C(COc1cccc(F)c1)Oc1ccc(C(=O)c2ccccc2)cc1 | -15.2 | -28.1 | 2.3 | -3.5 | 0.0 | 13.5 | -6.1 | -0.1 | -4.8 | -8.4
